# ASM inhibitor: Inhibitors of Secretory Acid Sphingomyelinase (S-ASM): qHTS; Sphingomyelin phosphodiesterase (Homo sapiens), P17405; placental ASM, HMU-PC fluorogenic substrate, 60 min; Potency, µM (top dose mostly 57.5 µM), for inactives: at the highest dose activity change, negative = inhibition, actives largely listed as inhibitors; hit rate 0.006% among 340,000; AID 504937, 2011; note: potency is the fitted concentration of half-maximal effect
#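 Human placenta-derived ASM enzyme was preincubated with compound for 10 minutes at room temperature, then given fluorogenic substrate HMU-PC0 (9 uM final) for 60 minutes at 37 °C; a pH 10 stop preceded fluorescence reading at Ex 386/Em 447 nm.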
# CXXC DNA block: qHTS Fluorescence Polarization Assay for Inhibitors of MLL CXXC domain - DNA interaction; Histone-lysine N-methyltransferase 2A (Homo sapiens), Q03164; MLL-CXXC / FITC-HOXA9 DNA fluorescence polarization; Potency, µM (series often up to 115 µM), for inactives: at the top dose activity change, negative = inhibition, hits mostly inhibitors; hit rate 0.037% among 290,000; active = well fitted inhibition curve with a large enough effect in the polarisation, with a control signal flat, not every such curve was filed as active; inconclusive = small, poorly fitted or top-dose-only effect, or effect the other way, or a change in a side signal; inactive = no such curve, though single readings can be large or run the other way; the % refers to the polarisation; note: potency is the fitted concentration of half-maximal effect
#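 Fluorescence polarization: 7 uM MLL-CXXC (stock) preincubated 5 min with compounds, then 50 nM fluorescein-HOX-A9 DNA (stock) added; 30 min ambient. Buffer 50 mM Tris-HCl pH 7.5, 50 mM NaCl, 1 mM DTT, 0.05% BSA.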
# TSG101-PTAP inh: qHTS Assay for Iinhibitors of HIV-1 Budding by Blocking the Interaction of PTAP/TSG101. Tumor susceptibility gene 101 protein (Homo sapiens), Q99816. Fluorescence polarization, FITC-PTAP peptide / Tsg101 binding. Potency, µM (top dose mostly 115 µM), for inactives: top-dose activity change, negative = inhibition, actives largely listed as inhibitors. 340,000 tested, under 10 active. AID 493005, 2010; active = well fitted inhibition curve with a large enough effect in the main read-out, with a control signal flat, not every such curve was filed as active; inconclusive = small, poorly fitted or top-dose-only effect, or effect the other way, or a change in a side signal; inactive = no such curve, though single readings can be large or run the other way; note: potency is the fitted concentration of half-maximal effect; % of control where 0% means no effect
# Target sequence (Q99816 whole entry, looked up): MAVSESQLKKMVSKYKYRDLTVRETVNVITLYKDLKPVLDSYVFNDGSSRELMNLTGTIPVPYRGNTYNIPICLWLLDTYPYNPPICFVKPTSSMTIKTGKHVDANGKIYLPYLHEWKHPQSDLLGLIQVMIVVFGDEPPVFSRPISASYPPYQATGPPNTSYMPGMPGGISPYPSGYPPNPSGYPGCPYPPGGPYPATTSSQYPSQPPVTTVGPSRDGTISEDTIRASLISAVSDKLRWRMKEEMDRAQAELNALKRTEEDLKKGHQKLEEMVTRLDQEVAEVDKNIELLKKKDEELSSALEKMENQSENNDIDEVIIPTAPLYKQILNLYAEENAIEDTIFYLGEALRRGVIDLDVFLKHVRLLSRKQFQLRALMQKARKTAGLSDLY
#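 Steps: Tsg101 binding domain dispensed (10 uM final), compounds pinned in DMSO, FITC-labeled PTAP-motif peptide added (50 nM final); after 20 min binding at room temperature, polarization measured.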
# MBNL1-CUG inh: qHTS Assay for Inhibitors of MBNL1-poly(CUG) RNA binding. Muscleblind-like protein 1 (Homo sapiens), Q9NR56. TR-FRET MBNL1-His/biotin-(CUG)12 binding, 665/545 ratio. Potency, µM (highest dose often 57.5 µM), inactives show top-dose activity change, negative = inhibition, hits mostly inhibitors. hit rate 0.036% among 280,000; active = well fitted inhibition curve with a large enough effect in the signal ratio, with a control signal flat, not every such curve was filed as active; inconclusive = small, poorly fitted or top-dose-only effect, or effect the other way, or a change in a side signal; inactive = no such curve, though single readings can be large or run the other way; the % refers to the signal ratio; note: potency is the fitted concentration of half-maximal effect; % is set by controls: 0 for no effect and ±100 for the full control effect
#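 TR-FRET between His-tagged MBNL1 and biotin-(CUG)12 RNA, detected with Tb anti-His antibody (0.055 ng/ul) and streptavidin-XL665 (5 nM), 60 min at room temperature. Compounds titrated 92 nM to 58 uM; 665/545 nm ratio normalized to buffer and complex controls.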
# TCR act: Activators of T cell receptors: qHTS campaign; primary human leukocytes, anti-CD3, IL-2 HTRF, 48 h; Potency, µM (doses to about 9.22 µM), for the others: at the top dose activation of IL-2 secretion, usual class: activators; AID 504894, 2011; 330,000 tested, under 10 active; note: % of control where 0% means no effect
#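 48 hr co-incubation of compounds, a-CD3 beads and primary human leukocytes; IL-2 quantified homogeneously by HTRF with anti-IL-2 K and d2 conjugates.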
# Integrin act MD: qHTS for Activators of Integrin-Mediated Alleviation for Muscular Dystrophy; Potency, µM (titrated, usually from 38.3 µM), without a hit: top-dose activation, hits mostly activators; AID 624291, 2012; hit rate 0.064% among 350,000; alpha7betagal myoblasts, beta-gal FDG fluorescence, 48 h;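 note: potency is the fitted concentration of half-maximal effect; 100% = response of the positive control SU9516; nearly all actives have a fitted effect of over 60% in size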
#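 alpha7betagal+/- myoblasts (passage 13, 250/well) treated 48 h at 37C with compounds at 1:260 dilution of DMSO stock. Lysed, then beta-galactosidase activity read as FDG fluorescence (ex 480/em 540) after 30 min, with pre-read for autofluorescence.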
# Mito fusion yeast: qHTS Assay for Small Molecule Inhibitors of Mitochondrial Division or Activators of Mitochondrial Fusion | S. cerevisiae fusion-defective mutant growth rescue, CellTiterGlo 48 h | Potency, µM (titrated, usually from 46.1 µM), without a hit: top-dose growth rescue (activation), usual class: activators | hit rate 0.23% among 320,000;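 note: potency is the fitted concentration of half-maximal effect; % of control where 0% means no effect; nearly all actives have a fitted effect of over 45% in size; temperature-sensitive fusion mutants such as fzo1-1 at 37 °C on non-fermentable ethanol glycerol medium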
#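 Temperature-sensitive fusion-defective S. cerevisiae (e.g. fzo1-1, mgm1-5) were grown with compound in YPEG medium (3% ethanol, 3% glycerol) for 48 hours at 37C. Growth rescue was measured as viability by CellTiterGlo luminescence after 10 minutes at ambient.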
# Menin MLL FP TR: qHTS Assay for Inhibitors Targeting the Menin-MLL Interaction in MLL Related Leukemias: Competition With Texas Red Labeled MLL-derived Mutant Peptide | O00255 | Menin + Texas Red MLL mutant peptide, fluorescence polarization | Potency, µM (top dose mostly 61.6 µM), for inactives: top-dose FP activity change, negative = inhibition, hits mostly inhibitors | hit rate 0.23% among 270,000; active = well fitted inhibition curve with a large enough effect in the polarisation, with a control signal flat, not every such curve was filed as active; inconclusive = small, poorly fitted or top-dose-only effect, or effect the other way, or a change in a side signal; inactive = no such curve, though single readings can be large or run the other way; the % refers to the polarisation; note: potency is the fitted concentration of half-maximal effect; % of control where 0% means no effect; many of its hits are not listed in these tables
# Target sequence (O00255 whole entry, looked up): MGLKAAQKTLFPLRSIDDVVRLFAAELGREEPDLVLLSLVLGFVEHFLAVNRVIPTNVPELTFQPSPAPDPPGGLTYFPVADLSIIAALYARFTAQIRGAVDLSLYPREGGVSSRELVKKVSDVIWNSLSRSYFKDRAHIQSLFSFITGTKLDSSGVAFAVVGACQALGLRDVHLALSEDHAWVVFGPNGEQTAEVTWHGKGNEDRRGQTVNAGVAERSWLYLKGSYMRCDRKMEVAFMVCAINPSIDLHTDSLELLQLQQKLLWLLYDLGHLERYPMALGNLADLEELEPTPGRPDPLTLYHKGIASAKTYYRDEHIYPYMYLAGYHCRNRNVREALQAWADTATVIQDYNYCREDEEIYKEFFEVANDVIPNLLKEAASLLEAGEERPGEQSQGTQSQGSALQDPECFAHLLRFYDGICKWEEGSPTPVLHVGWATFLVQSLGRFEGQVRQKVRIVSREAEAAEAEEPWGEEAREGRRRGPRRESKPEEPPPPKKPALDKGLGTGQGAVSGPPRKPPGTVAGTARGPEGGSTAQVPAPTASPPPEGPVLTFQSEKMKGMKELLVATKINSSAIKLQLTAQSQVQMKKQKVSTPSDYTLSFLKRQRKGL
# TSHR antagonist: Antagonists of the Thyroid Stimulating Hormone Receptor: HTS campaign; TSHR-expressing cells, TSH-stimulated cAMP HTRF, 2 h; active compounds read low; activity change, negative = inhibition, % at 11.5 µM; hit rate 0.2% among 330,000; AID 504810, 2011;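 active = activity change below a set negative limit, meaning inhibition stronger than a set level, cut at about -70% in these data; inconclusive = activity change between two set negative limits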; note: % is set by controls: 0 for no effect and ±100 for the full control effect
#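 Inhibition of cAMP made by TSHR-expressing cells under TSH stimulation (4nM final, EC80; 2 h, 37 deg C) is quantified with a one-step lysis HTRF kit, anti-cAMP cryptate versus cAMP-d2.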
# A-T KAP1 phos: qHTS Assay for Identifying a Potential Treatment of Ataxia-Telangiectasia; […] A-T fibroblasts, KAP-1 phosphorylation AlphaLISA; neocarzinostatin DNA damage 30 min before lysis; Potency, µM (highest dose often 57.5 µM), without a hit: top-dose activation, actives largely listed as activators; hit rate 0.19% among 320,000; AID 485349, 2010; note: potency is the fitted concentration of half-maximal effect; % of control where 0% means no effect; nearly all actives have a fitted effect of over 45% in size
#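 hTERT-immortalized A-T patient fibroblasts ([…]), 500 cells/well in OPTI-MEM, 1% FBS, got compounds for 60 min, then NCS for 30 min at 37C. Lysates were then assayed for phospho-KAP-1 by AlphaLISA (anti-pKAP1 donor, anti-KAP1 acceptor beads), 6 hr at 25C.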
# Numbers without * were called inactive; ? = inconclusive; . = no result given; [ ] = another dose, or the depositor's remark. Unless noted, calls come from the whole dose curve; as a rule, active = well fitted curve in the direction sought with a large enough effect; inconclusive = small, poorly fitted or top-dose-only effect, or another doubt; inactive = no such curve, though single readings can be large; an effect the other way counts as inactive or inconclusive. Only part of the results is shown; count on the stated rates, not on these rows.
SMILES,ASM inhibitor,CXXC DNA block,TSG101-PTAP inh,MBNL1-CUG inh,TCR act,Integrin act MD,Mito fusion yeast,Menin MLL FP TR,TSHR antagonist,A-T KAP1 phos
O=C(c1ccc(Br)cc1)N1CCN(Cc2ccccc2)CC1,0%,-7%,-4%,-3%,.,12%,0%,-1%,-7,11%
O=C(NCCCCNC(=O)c1ccccn1)c1ccccn1,2%,14%,-5%,-5%,-9%,-5%,-2%,8%,1,-1%
COCCN1Cc2cccc(C(=O)Nc3cccnc3)c2C1=O,2%,-8%,-3%,-10%,9%,17%,2%,-24%,6,-4%
CS(=O)(=O)N(Cc1ccco1)Cc1ccccc1Cl,5%,-7%,-7%,4%,1%,-1%[7.66 µM],5%,-5%,-15,8%
O=C(CSc1nnc(C2CC2)n1C1CC1)c1ccc(F)cc1,-1%,.,-1%,.,0%,34%,5%,.,-14,0%
Cc1ccc(-n2c(C)cc(C(=O)CSc3nnc4ccccn34)c2C)cc1,5%,16%,-4%,-6%,-3%[46.1 µM],-25%,5%,-13%,4,-1%
Cn1c(=O)n(C)c2cc(C(=O)Nc3ccc(Br)cc3)ccc21,-14%,-25%,0%,2%,-5%,40%,16%,?,12,?
Nc1cc(S(=O)(=O)N2CCCCC2)ccc1N1CCOCC1,4%,22%,-2%,1%,-2%,0%,-2%,2%,35,-2%
COc1cc(NS(=O)(=O)c2cn(C)cn2)cc(OC)c1,2%,-1%,-6%,-4%,-6%,2%,0%,.,12,3%
COc1ccc(CN(Cc2ccccn2)C(=O)CN2C(=O)COc3ccccc32)cc1,3%,6%,-8%,2%,3%,12%,7%,-7%,-15,5%
O=C1c2ccccc2C(=O)N1c1ccc(-c2nc3ccccc3o2)cc1,.,-8%,.,3%,.,.,0%,10%,5,6%
CCOC(=O)c1oc2ccc(OC)cc2c1NC(=O)CN1CCN(C)CC1,0%,1%,-3%,14%,0%,0%,8%,1%,-2,0%
CC1=N/C(=C/c2cccnc2)C(=O)O1,0%,13%,2%,-2%,-5%,1%,-4%,-8%,8,5%
COc1cc(CN2CCCCCC2)cc(OC)c1O,4%,1%,1%,-7%,4%,-3%,-2%,-2%,5,-13%
Cc1cc2c(SCC(=O)NC3CCCCC3)ncnc2s1,-4%,-11%,-1%,-4%,-16%,-8%,2%,3%,0,2%
O=C(COC(=O)c1ccco1)NNC(=O)c1ccc(Cl)cc1,5%,.,-1%,.,-3%,-35%,.,.,.,-8%
c1ccc(CSc2ncnc3c2sc2nc(N4CCOCC4)c4c(c23)CCCC4)cc1,-1%,24%,-2%,-5%,7%,-14%,2%,2%,9,-5%
O=C(NCCOc1ccc(Cl)cc1)C1CCCCC1,-1%,2%,-9%,-5%,3%,32%,6%,-1%,13,-2%
CCNc1c(NC(=O)COc2ccc(Cl)cc2)c(=O)oc2ccccc12,0%,-1%,-1%,-10%,15%,17%,5%,0%,11,3%
Oc1ccc(Cn2cc[nH]c2=S)cc1,.,5%,.,.,.,.,-2%,2%,8,.
CCOC(=O)N1CCN(c2cc(=O)n(C)c(=O)n2C)CC1,1%,6%,-2%,0%,6%,2%,0%,.,1,-6%
COC(=O)NCCc1cc(OC)c(OC)cc1S(=O)(=O)N1CC(=O)Nc2ccccc21,2%,6%,0%,3%,2%,-5%,-8%,0%,0,2%
CC1(C)NC(=O)N(CC(O)COc2ccccc2-c2ccccc2)C1=O (configuration not stated),0%,3%,-7%,-3%,-7%,-15%,1%,-2%,-13,1%
O=Cc1cn(CCC(=O)O)nc1-c1cccc(Cl)c1,0%,-7%,0%,-7%,-5%,-24%,-5%,9%,-1,-2%
CN1CCN(/N=C/c2ccc(-c3ccc([N+](=O)[O-])cc3)o2)CC1,-16%,39%[activator],0%,?,6%,-4%,0%,0%,1,1%

# Additional compounds follow.
SMILES,ASM inhibitor,CXXC DNA block,TSG101-PTAP inh,MBNL1-CUG inh,TCR act,Integrin act MD,Mito fusion yeast,Menin MLL FP TR,TSHR antagonist,A-T KAP1 phos
Cc1c(NC(=O)c2cc(-c3ccc(Cl)s3)nc3ccccc23)c(=O)n(-c2ccccc2)n1C,-5%,-2%,-5%,-2%,3%,21%,-3%,11%,-9,4%
O=C(c1cc(-c2ccc3c(c2)OCO3)on1)N1CCOCC1,0%,-7%,-9%,-4%,-7%,-15%[7.66 µM],-4%,5%,1,-2%
CN1CCC(CNC(=O)Nc2csc3ccccc23)CC1,0%,4%,-6%,-1%,5%,-6%,-2%,.,-2,-4%
Nc1ccc(Cc2ccc(N)c(C(=O)O)c2)cc1C(=O)O,1%,-17%,-5%,-10%,0%,32%[7.66 µM],-1%,1%,5,.
Cc1nn(C)c(Oc2ccccc2)c1[N+](=O)[O-],-1%,-6%,0%,4%,3%,-49%[inhibitor],1%,10%,0,0%
Cc1cc(N2CCCCC2)nc(NCc2ccccc2)n1,-1%,31%[activator],-3%,-18%,6%,-53%[inhibitor],-3%,?,6,-2%
O=C(Oc1nsnc1N1CCOCC1)N1CCCC1,3%,.,-2%,.,5%,22%,.,.,.,.
COc1ccccc1NS(=O)(=O)c1cccc(C(=O)NCc2ccco2)c1,1%,2%,1%,-2%,7%,-2%,1%,9%,0,2%
Cc1ccc(-n2c(SCc3cc(=O)n4ccsc4n3)nnc2-c2cccnc2)c(C)c1,4%,0%,-10%,-24%,10%,20%,-1%,-11%,-2,6%
CC(C)CCNC(=O)NC(=O)Cn1cc(C(F)(F)F)ccc1=O,.,1%,.,-4%,.,.,0%,-2%,0,1%
CCCCCCSc1cccc(-c2nc3ccc(C)cn3c2NC2CCCCC2)c1,238%,.,-3%,.,2%,32%,-9%,.,4,?
COc1cc2c(cc1OC)CN(C(=O)CCNS(=O)(=O)c1ccccc1F)CC2,.,-3%,-3%,-4%,-1%,-8%,4%,.,12,10%
CCc1noc(C)c1C(=O)Nc1nc(-c2cccs2)cs1,-4%,.,2%,.,14%,1%,27%,.,-4,-7%
CCOC(=O)c1sc(-c2ccc(OC)cc2)cc1N,23%,7%,-5%,32%[activator],4%,-12%,7%,37%[activator],-12,16%
COc1ccc(C2=NC(c3ccccc3)CO2)cc1 (configuration not stated),.,14%,.,17%,.,.,0%,-15%,-5,19%
O=C(Nc1ccc2oc(-c3cccnc3)nc2c1)c1ccco1,2%,8%,1%,3%,-4%,4%,-4%,4%,-15,2%
COC(=O)C(CCSC)NC(=O)CNC(=O)C1CCCCC1 (configuration not stated),7%,-5%,-6%,1%,-21%,-2%,1%,12%,.,.
S=C(NCC1(c2ccccc2)CCCC1)Nc1ccccc1,-1%,-15%,1%,-1%,0%,-22%,-7%,-21%,-21,9%
Cc1ccc(S(=O)(=O)c2nnn3c2nc(N2CCC(C(N)=O)CC2)c2ccccc23)cc1,-3%,6%,-5%,3%,-4%,30%,0%,6%,11,6%
O=C(Nc1cccc(S(=O)(=O)c2cccc(NC(=O)C3CC3)c2)c1)C1CC1,-20%,-2%,-1%,-8%,3%,-39%[inhibitor],-1%,19%,-7,-3%
CCc1nnc2n1N=C(c1ccc(Cl)cc1Cl)CS2,-19%,-10%,-2%,0%,-5%,-18%,-9%,-12%,-2,-9%
C#CCSc1nsc(SCC#C)c1C#N,-3%,-5%,0%,9%,1%,-58%[inhibitor],3%,?,6,-8%
COc1cc(NC(=O)Nc2cccc3cccnc23)cc(OC)c1OC,-5%,32%[activator],-1%,14%,-3%,29%,4%,?,-2,-1%
COc1cccc(NC(=O)CN(C)C(=O)c2sc3cc(Cl)ccc3c2Cl)c1,-13%,.,-12%,.,-3%,5%,?,.,0,7%
CCOC(=O)c1cc(C#N)c(C)nc1N(CC)CC,-3%,-9%,-2%,-1%,-2%,11%,3%,.,-4,2%
Cn1ccs/c1=N\C(=O)Nc1ccccc1,2%,4%,-3%,-16%,2%,11%,9%,1%,-5,1%
CSCCC(NC(=O)CCN1C(=O)c2ccccc2C1=O)C(=O)O (configuration not stated),2%,2%,-1%,2%,-11%,-2%,0%,10%,-6,11%
COc1ccccc1CNS(=O)(=O)c1ccc(Br)s1,0%,3%,-3%,-5%,-41%,15%,-1%,16%,-2,8%
